Assay outcomes: PubChem BioAssay, several laboratories
PHOSPHO1 block: inhibitors of human PHOSPHO1 phosphatase; Q8TCT1; recombinant PHOSPHO1, absorbance phosphatase assay; inhibition, % at 13.3 µM; 290,000 compounds, 1.1% hits; in the data active = inhibition above about 60%
Target sequence (Q8TCT1 whole entry, looked up): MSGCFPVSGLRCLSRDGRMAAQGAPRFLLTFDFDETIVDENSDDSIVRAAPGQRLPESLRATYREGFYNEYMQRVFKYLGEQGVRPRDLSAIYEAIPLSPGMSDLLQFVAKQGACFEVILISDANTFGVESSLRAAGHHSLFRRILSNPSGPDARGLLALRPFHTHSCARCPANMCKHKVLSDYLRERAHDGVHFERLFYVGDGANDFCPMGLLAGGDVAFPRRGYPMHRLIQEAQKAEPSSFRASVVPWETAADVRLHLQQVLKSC
GPR7 antagonist: antagonists of human GPR7 (neuropeptides B/W receptor 1) | GPR7-expressing cells, fluorescence antagonist assay | inhibition, % at 4.4 µM | P48145 | 290,000 compounds, 1.1% hits; in the data active = inhibition above about 16%, passing the limit was not always enough;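 note: cells stimulated with the agonist NPW; 0% = agonist with vehicle and 100% = vehicle without agonist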
Target sequence (P48145 whole entry, looked up): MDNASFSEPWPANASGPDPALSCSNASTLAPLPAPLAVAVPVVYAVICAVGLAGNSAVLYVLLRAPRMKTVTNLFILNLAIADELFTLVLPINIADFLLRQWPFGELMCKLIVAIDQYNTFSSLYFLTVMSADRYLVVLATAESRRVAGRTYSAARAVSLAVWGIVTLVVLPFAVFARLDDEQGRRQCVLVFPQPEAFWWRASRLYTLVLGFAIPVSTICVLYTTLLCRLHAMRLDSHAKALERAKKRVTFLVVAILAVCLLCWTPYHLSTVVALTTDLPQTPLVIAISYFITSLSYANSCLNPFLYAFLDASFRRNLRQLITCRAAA
V1aR counter: activates human V1a receptor in oxytocin agonist counter-screen | CHO-V1R cells, Fluo-8 calcium fluorescence, agonist mode; 0% DMSO, 100% 3 nM vasopressin | activation, % at 3 µM | 320,000 compounds, 0.25% hits | AID 2797;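 active = activation above the mean activation of all tested compounds plus 3 SD, per screening run, cut at about 20% in these data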;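 note: signal is peak over basal fluorescence ratio across a 100 second FLIPR read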
VIM-2 inh: inhibitors of Pseudomonas aeruginosa VIM-2 metallo-beta-lactamase; AID 1527; purified VIM-2, nitrocefin hydrolysis, epi-absorbance fluorescence; 290,000 compounds, 0.89% hits; inhibition, % at 5.6 µM;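 active = inhibition above the mean of all tested compounds plus 3 SD, cutoff set per screening run, cut at about 7.5% in these data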;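 note: red hydrolysis product quenches plate fluorescence so inhibitors raise well fluorescence; 0% = enzyme with DMSO and 100% = DMSO without enzyme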
GalR3 antagonist: human GalR3 antagonism; inhibition, % at 3 µM; HEK293 GalR3-CNG cAMP membrane potential fluorescence; galR3 body fused to GalR1 C-terminus; 360,000 compounds, 0.44% hits; O60755;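 active = inhibition above the screen-wide average plus 3 SD, cut at about 13% in these data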;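 note: forskolin and galanin both at EC90 stimulate the cells; cAMP rise reported by CNG channel membrane potential dye signal; 0% = forskolin plus galanin with DMSO and 100% = forskolin alone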
DNA FID counter: displaces DNA intercalator in HCV helicase counter-screen | DNA fluorescent intercalator displacement, fluorescence | inhibition, % at 7.9 µM | 290,000 compounds, 0.17% hits; in the data active = inhibition above about 37%;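 note: 0% = vehicle and 100% = reference compound; higher means more ethidium bromide displaced from hairpin DNA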
NS3 helicase inh: inhibitors of Hepatitis C virus NS3 helicase | 290,000 compounds, 0.56% hits | NS3 helicase DNA unwinding, Cy5 molecular beacon fluorescence | inhibition, % at 10.9 µM;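 active = inhibition above the mean of all tested compounds plus 3 SD, set per campaign, cut at about 35% in these data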;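 note: 0% = DMSO wells and 100% = thioflavine S control wells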
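Assay system: hepatitis C virus NS3 helicase domain fragment enzyme. Also added: annealed dual-labelled DNA beacon duplex, ATP-started. Timing: 1 h reaction at 25 °C, ATP-initiated. Technique: Cy5 fluorescence at 0 and 60 min, beacon hairpin quenching. Evaluation: % inhibition of unwinding. Replication: one well per compound.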
IMP-1 inhibitor: blocks Pseudomonas aeruginosa IMP-1 metallo-beta-lactamase | purified IMP-1, nitrocefin hydrolysis, epi-absorbance fluorescence | 290,000 compounds, 0.45% hits | inhibition, % at 5.6 µM | AID 1556;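 active = inhibition above the mean plus 3 SD of all compounds in the same screening run, cut at about 4.5% in these data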;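 note: 0% = IMP-1 with DMSO and 100% = DMSO wells lacking enzyme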
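Test system: recombinant IMP-1 enzyme, purified / Medium: HEPES buffer pH 7.1 with ZnSO4 and Brij 35 / Doses: single dose, 5.6 µM / Times: 25 °C, 15 min preincubation, 25 min reaction / Detection: Epi-absorbance via hydrolysed-nitrocefin quenching of white-plate fluorescence, 480/530 nm, EDTA stop / Evaluation: percent inhibition from optical density relative to buffer-blank wells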
OXTR agonist: agonists of human oxytocin receptor | P30559 | CHO-OTR cells, Fluo-8 calcium fluorescence; normalized: DMSO 0%, oxytocin 100% | activation, % at 3 µM | 320,000 compounds, 0.32% hits;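 active = activation above the mean of all tested compounds plus 3 SD, cutoff set per screening run, cut at about 20% in these data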;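 note: peak over basal fluorescence ratio from a 100 s FLIPR kinetic read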
Target sequence (P30559 whole entry, looked up): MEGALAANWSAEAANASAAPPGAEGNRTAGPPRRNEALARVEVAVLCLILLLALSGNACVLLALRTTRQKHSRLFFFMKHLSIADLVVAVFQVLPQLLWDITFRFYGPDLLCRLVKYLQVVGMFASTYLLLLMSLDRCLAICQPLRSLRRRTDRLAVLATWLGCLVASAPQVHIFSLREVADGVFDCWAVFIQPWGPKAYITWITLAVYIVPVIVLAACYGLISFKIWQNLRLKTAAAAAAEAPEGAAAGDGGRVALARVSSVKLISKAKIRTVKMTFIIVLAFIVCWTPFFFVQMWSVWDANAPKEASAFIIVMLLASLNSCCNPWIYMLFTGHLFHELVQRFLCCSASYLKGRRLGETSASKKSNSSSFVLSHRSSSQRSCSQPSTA
* = called active by the depositor; nt = not tested or not shown.

Screens in order: PHOSPHO1 block | GPR7 antagonist | V1aR counter | VIM-2 inh | GalR3 antagonist | DNA FID counter | NS3 helicase inh | IMP-1 inhibitor | OXTR agonist
COc1ccc(CNC(=O)c2csc(Cc3ccccc3)n2)cc1
 : 6 | 0 | -1.5 | -3.1 | 0 | -19 | -10 | -2.7 | -2.4
CCOc1ccc(NC(=O)CCNC(=O)C2CCN(S(=O)(=O)c3ccccc3)CC2)cc1
 : 12 | -7 | 0.6 | -0.9 | -2 | -53 | 3 | -0.1 | -0.4
COc1ccc(CCNC(=O)C(=O)NN=C2CCCCCCC2)cc1OC
 : 8 | -18 | -2.0 | -3.6 | -1 | -22 | -11 | -2.3 | -3.0
O=C(NCC(=O)N(CC1CCCO1)C(C(=O)NC1CCCCC1)c1cccnc1)c1cccs1 (stereo unspecified)
 : 28 | -4 | 2.8 | -1.0 | -8 | -6 | 11 | -2.9 | 0.2
O=C(c1ccco1)N(CCO)Cc1cc2cc3c(cc2[nH]c1=O)OCO3
 : 32 | -3 | 0.8 | -0.5 | 9 | -2 | 10 | -4.7 | 0.6
Cn1c(=O)[nH]c(=O)c2c1nc(OC(=O)c1ccccc1)n2CC(O)COc1ccc(F)cc1 (stereo unspecified)
 : 6 | -10 | nt | -1.6 | -4 | -19 | 6 | -2.2 | nt
COc1cc(/C=C2/C(=O)ON=C2C)ccc1OCc1ccccc1F
 : 29 | -1 | -0.4 | -2.5 | 5 | 0 | 2 | -3.1 | -1.4
COc1ccc2[nH]cc(CCCN3C(=O)c4ccccc4C3=O)c2c1
 : -3 | 4 | 0.1 | 0.6 | -1 | 0 | 8 | -2.7 | 0.2
COCc1cc(Sc2c(Cl)cccc2Cl)nc(-c2ccccc2)n1
 : 14 | -11 | 1.2 | -4.4 | -1 | 0 | 7 | -3.2 | -0.3
O=C(N/N=C/c1cc2c(cc1Cl)OCO2)c1ccc2c(c1)OCCO2
 : 12 | -8 | -1.6 | -1.2 | -6 | -3 | -3 | -3.2 | -2.0
COc1cccc(OC)c1C(=O)Nc1ccc2c(c1)Cc1ccccc1-2
 : 41 | 1 | 2.3 | -2.3 | 0 | -10 | -16 | -1.3 | 5.7
NC(=O)C(CC(=O)O)NC(=O)[C@@H]1CCCNc2c(I)cc([N+](=O)[O-])cc2C(=O)N[C@@H](CO)C(=O)N[C@@H](Cc2ccc(O)cc2)C(=O)N1 (stereo partly specified)
 : -6 | -5 | 0.2 | -2.8 | nt | -24 | 20 | -0.9 | -0.5
CCCc1cc(=O)[nH]c(SCC(=O)N2CCC(C)CC2)n1
 : 18 | 2 | 1.3 | -0.6 | nt | -9 | 1 | -2.6 | 0.6
CN(C)c1nc(N(C)C)nc(N(C#N)Cc2ccc(Cl)cc2)n1
 : 40 | -21 | -0.1 | -1.4 | -8 | -18 | -16 | -3.0 | -2.0
COc1ccc(OC)c(-c2csc(N3CCC(c4ccccc4)CC3)n2)c1
 : 25 | 0 | -0.2 | -0.5 | -4 | 0 | 9 | -0.3 | 0.5
CC(Oc1ccc(F)cc1)c1ccnc2nc(/N=C/N(C)C)nn12 (stereo unspecified)
 : 2 | -16 | 0.3 | -1.2 | -2 | -3 | 2 | -2.0 | 0.5
CNC(=S)N(CCc1ccccc1)Cc1cc2cc(OC)c(OC)cc2[nH]c1=O
 : 3 | 2 | 0.4 | -2.7 | 1 | -15 | 1 | -3.6 | 0.6
COc1cccc(-c2csc(N3CCN(Cc4ccccc4)CC3)n2)c1
 : 35 | 0 | 0.0 | -4.2 | -5 | 7 | -3 | -1.9 | -1.4
COc1cc(NC(=O)c2cccs2)ccc1NC(=O)Cc1ccccc1
 : 31 | -11 | 0.6 | -1.2 | -5 | -17 | -14 | -3.2 | -0.4
CC(C)Cn1c(=O)c2ccccc2n2c(CCC(=O)O)nnc12
 : 38 | -9 | 0.3 | -1.7 | -11 | -2 | 8 | -2.3 | 0.4
Cc1cc(NS(=O)(=O)c2ccc(NC(=O)c3cc(-c4cccnc4)nc4ccc(Cl)cc34)cc2)no1
 : 10 | -1 | 0.2 | -0.1 | -2 | -17 | 23 | -2.6 | 0.6
Cc1cc(OC(=O)c2c(Cl)cccc2Cl)nc(C)n1
 : 2 | 1 | -1.0 | -2.7 | -1 | 7 | -4 | -3.4 | -1.7
Cc1cccc2c1N(CCCOc1ccc(C(C)(C)C)cc1)C(=O)C2=O
 : -12 | -15 | -0.5 | -2.5 | nt | -5 | 6 | -4.7 | -0.7
O=P(COCCOCCOCCOCP(=O)(c1ccccc1)c1ccccc1)(c1ccccc1)c1ccccc1
 : 8 | -12 | -0.3 | -2.1 | -6 | -47 | -8 | -1.3 | 0.7
COc1cccc(Cn2cc(-c3cccc(C(F)(F)F)c3)nn2)c1
 : -19 | 17 | 0.0 | -2.0 | 0 | -17 | -13 | -4.0 | 0.1
C=CCNC(=O)COC(=O)c1oc2ccccc2c1CSC1CCCCC1
 : 3 | 7 | -0.2 | -1.5 | -4 | -9 | 10 | -0.5 | -0.2
CC(=O)c1ccccc1NS(=O)(=O)c1cccc2nonc12
 : 12 | -2 | 0.5 | -3.4 | -4 | 3 | 15 | -0.7 | 0.8
Cc1ccc(S(=O)(=O)C(CNC(=O)C(C)C)c2cccs2)cc1 (stereo unspecified)
 : 16 | -6 | -0.9 | -0.1 | -1 | -14 | -12 | -0.5 | 0.2
COc1ccc(C(=O)NC2CC2)cc1OC1CCN(Cc2ccc(NC(C)=O)cc2)CC1
 : 22 | -13 | nt | -2.6 | 0 | -3 | 9 | -2.9 | nt
Cc1sc(N)c(C(=O)c2ccccc2Cl)c1C
 : -12 | -8 | 0.8 | -2.9 | -8 | -7 | 12 | -5.8 | -2.6
Cc1ccccc1NC(=S)NC(C)C(c1ccccc1)N1CCN(C)CC1 (stereo unspecified)
 : -8 | -9 | 0.0 | -0.3 | -7 | 6 | -11 | -1.0 | 0.9
CCOC(=O)CSc1nc2sc3c(c2c(=O)n1-c1ccc(C)cc1)CCN(C)C3
 : 39 | 6 | nt | 4.7 | -9 | -2 | -17 | 0.7 | nt
Cc1cccc(C)c1NC1=NC(=S)N(c2ccccc2)C12CCOC(C)(C)C2 (stereo unspecified)
 : 7 | -7 | -1.1 | -1.2 | 2 | -3 | 4 | -2.8 | -1.7
C=CCn1c(CNC(=O)c2cccs2)n[nH]c1=S
 : 8 | -4 | -0.6 | -1.6 | -9 | -2 | 1 | -5.5 | -0.5
CN(Cc1ccco1)S(=O)(=O)c1ccc2c(c1)CCN2C(=O)CCC(=O)O
 : -5 | -7 | 0.4 | -0.4 | 2 | -15 | -3 | -3.4 | 0.6
O=C(Cn1cc2c(n1)CCCCC2)N1CCc2ccccc2C1
 : 26 | 3 | -0.3 | -3.8 | 2 | -7 | -6 | -0.6 | -0.2
CCOC(=O)CN1CC23C=CC(O2)C(C(=O)N2CCN(c4ccc(F)cc4)CC2)C3C1=O (stereo unspecified)
 : -1 | -6 | -0.8 | 0.0 | nt | -1 | 0 | -3.8 | -0.6
CCOc1c2ccc(C(=O)NC3CCCc4ccccc43)cc2nn1C (stereo unspecified)
 : 30 | 9 | -0.4 | -0.3 | -6 | -15 | -5 | -0.9 | -1.1
Cc1cc(C)c(NC(=O)C2CCCN2C(=O)NC2CCCCC2)c(C)c1 (stereo unspecified)
 : 28 | -9 | -0.3 | -0.3 | 0 | -12 | 14 | -5.4 | 0.5
Cc1nc2ccc(NS(=O)(=O)c3c(C)c(C)cc(C)c3C)cc2s1
 : -3 | -8 | 2.0 | -2.8 | -8 | -13 | -7 | -4.4 | 2.0
COC(=O)CCc1c(C)c(C(=O)c2ccc(F)cc2)c2ccccn12
 : 13 | -11 | -0.4 | 0.1 | -5 | -14 | -5 | -0.4 | -1.6
Cc1cc(NC(=O)CCC(=O)N(CC(=O)NCC2CCCO2)c2ccccc2)no1 (stereo unspecified)
 : 32 | 8 | -0.1 | -1.1 | -8 | -18 | -6 | -1.4 | -0.6
COC(=O)c1ccc(NC(=O)N2CCC(O)(c3cccnc3)CC2)cc1
 : 2 | -5 | 0.4 | -2.2 | -3 | -7 | 2 | -1.2 | 0.4
COc1ccc(S(=O)(=O)NC(N)=NCCc2ccc(OC)c(OC)c2)cc1C
 : -4 | -11 | -0.9 | -1.8 | -4 | -18 | 12 | -3.2 | 0.0
COc1cc(OC)c2c(c1)S(=O)(=O)C(c1ccccc1)=C2N
 : 11 | 7 | 0.1 | 1.4 | -6 | -1 | 5 | -2.9 | -0.7
Cc1ccc(NCc2nnc(SCC(=O)c3ccccc3)n2Cc2ccco2)c(C)c1
 : 1 | 4 | 1.3 | -1.5 | -4 | -29 | 11 | -2.0 | -1.6
O=C(c1cccc(S(=O)(=O)NCc2ccccc2)c1)N1CCCC1
 : 13 | -6 | 0.3 | -3.1 | -2 | -12 | -5 | -3.5 | -0.5
CCOC(=O)c1c(C)oc2ccc(NS(=O)(=O)c3ccc4c5c(cccc35)C(=O)N4)cc12
 : -3 | -14 | 2.6 | -2.0 | -5 | -1 | -11 | -2.5 | 3.3
CS(=O)(=O)Nc1ccc(C2=NN(C(=O)c3ccco3)C(c3ccccc3)C2)cc1 (stereo unspecified)
 : -8 | 5 | -0.1 | 2.4 | 0 | -11 | -3 | -4.1 | -2.8
CC(C)CCNC(=O)c1ccc(CS(=O)(=O)Cc2ccccc2F)o1
 : -15 | -6 | 0.5 | -2.8 | -8 | -18 | 9 | -2.8 | 1.0
CCCOC(=O)NC(CC)COC(=O)Nc1cc(C)ccc1C (stereo unspecified)
 : 5 | -10 | -0.8 | 0.3 | 1 | -14 | -1 | -4.1 | -0.2
Cc1cc(NC(=O)c2ccco2)c(=O)n(Cc2c(F)cccc2Cl)c1
 : 10 | -9 | -0.5 | 3.8 | -7 | -34 | 1 | -3.0 | -0.8
Cc1cc(OCCOc2cccc3cccnc23)c(C)cc1Cl
 : 18 | 5 | 1.2 | -1.0 | 2 | 4 | 12 | -2.4 | -2.0
O=C(c1cccc(Oc2ccc([N+](=O)[O-])cc2Cl)c1)N1CCOCC1
 : 33 | 7 | -0.1 | -0.5 | -2 | -21 | 6 | 1.3 | -1.2
Cc1ccc(NC(=O)Nc2cccc(C(F)(F)F)c2)nc1
 : 41 | -12 | 0.5 | -3.8 | -4 | -1 | 0 | -2.9 | 0.5
Cc1cccc(NC(=O)C2(c3ccc([N+](=O)[O-])cc3)CCCC2)c1
 : 27 | 33* | 17 | -1.8 | -7 | 2 | -6 | -1.2 | 22*
N#CC1(C#N)COC23CCCCC2C1(C#N)C(=N)O3 (stereo unspecified)
 : 4 | 17 | 1.3 | -3.6 | -3 | -3 | 15 | -1.6 | 0.9
